Screens: PubChem BioAssay, several laboratories
MOR-DOR ag = agonists of human mu-delta opioid receptor heterodimerization. hit rate 0.3% among 340,000. cells, OPRM1-OPRD1 heterodimerization, luminescence. P35372+P41143. activation, % at 9.3 µM; in the data active = activation above about 18%;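 note: 0% = vehicle-treated cells and 100% = reference agonist; values of inactives mirror those of a sister screen read the other way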
Target sequence (P35372 whole entry, looked up): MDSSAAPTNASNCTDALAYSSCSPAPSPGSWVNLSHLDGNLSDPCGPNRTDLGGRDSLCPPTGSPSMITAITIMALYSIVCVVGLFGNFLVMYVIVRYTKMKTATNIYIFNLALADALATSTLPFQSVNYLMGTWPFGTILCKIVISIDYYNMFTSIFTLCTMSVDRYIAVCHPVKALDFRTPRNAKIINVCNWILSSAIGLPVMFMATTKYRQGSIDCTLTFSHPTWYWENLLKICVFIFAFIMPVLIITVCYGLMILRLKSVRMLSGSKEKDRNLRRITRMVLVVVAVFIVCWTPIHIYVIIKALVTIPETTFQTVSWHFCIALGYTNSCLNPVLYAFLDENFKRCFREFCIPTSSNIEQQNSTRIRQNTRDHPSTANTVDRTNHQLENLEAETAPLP
Target sequence (P41143 whole entry, looked up): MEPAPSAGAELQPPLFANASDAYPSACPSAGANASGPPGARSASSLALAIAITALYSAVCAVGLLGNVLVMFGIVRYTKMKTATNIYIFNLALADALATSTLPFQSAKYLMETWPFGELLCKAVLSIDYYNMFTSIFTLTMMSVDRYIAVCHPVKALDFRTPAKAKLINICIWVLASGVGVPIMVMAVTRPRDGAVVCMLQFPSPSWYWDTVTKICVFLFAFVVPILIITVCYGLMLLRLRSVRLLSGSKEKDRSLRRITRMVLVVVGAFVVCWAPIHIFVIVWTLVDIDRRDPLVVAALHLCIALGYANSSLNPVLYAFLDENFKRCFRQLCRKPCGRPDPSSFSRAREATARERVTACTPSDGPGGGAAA
E coli growth = counter-screen for AddAB inhibitors: E. coli growth inhibition | E. coli V3065 growth, OD600 absorbance, 18 h | inhibition, % at 11.9 µM | hit rate 0.27% among 330,000 | AID 449728;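 active = inhibition above the campaign's mean inhibition across all tested compounds plus 3 SD, cut at about 9.9% in these data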;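 note: uninfected addAB+ strain grown without phage in ampicillin broth; 0% = DMSO wells and 100% = ciprofloxacin 0.95 µg/ml wells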
SUMO Mot1 rescue = inhibitors of SUMOylation pathway: yeast Mot1-301 growth rescue; AID 2716; S. cerevisiae Mot1-301 growth rescue, ATP luminescence, 38.5C; percent above DMSO median, 100 means doubled; growth rescue, % at 18.8 µM; hit rate 1% among 320,000;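 active = every valid replicate shows activation above 250% relative to neutral control wells; inactive = the rest, any valid replicate at or below 250%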;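 note: OY570 slx delta 5 strain wells were the positive control but not used for scaling; some compounds called inactive have numbers as strong as hits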
PKA-R1A act = activators of PKA-R1A complex; AID 504707; PKA-R1A dissociation, Cy5-IP20 fluorescence polarization; scaled: DMSO 0%, 113 µM cGMP 100%; activation, % at 11.4 µM; hit rate 0.083% among 340,000; P00514+P68181;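 active = percent activation above the mean of all tested compounds plus 3 SD, cut at about 19% in these data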;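 note: higher means more PKAc released from R1A so a rise in polarization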
MOR-DOR inv ag = mu-delta opioid heterodimer inverse agonism. cell-based MOR-DOR heterodimer luminescence. inhibition, % at 9.3 µM. hit rate 0.21% among 340,000. AID 504357; in the data active = inhibition above about 22%, passing the limit was not always enough;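 note: 0% = cells with DMSO and 100% = wells without cells with DMSO; values of inactives mirror those of a sister screen read the other way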
Arrestin-AP2 inh = human beta-arrestin and AP2 interaction inhibition; hit rate 0.31% among 340,000; AID 504490; FITC-arrestin peptide / GST-AP2 beads, flow cytometry; AP2 beta2 appendage carries R879A mutation; inhibition, % at 10 µM;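 active = inhibition above a set limit, near 3 SD of compounds lacking own fluorescence, cut at about 54% in these data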;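 note: plate controls were DMSO wells for no effect and 5 µM unlabelled arrestin peptide for full effect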
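System: GST-AP2 R879A glutathione beads. Medium: PBS with 0.05% Tween 20 and 0.1% BSA. Also added: FITC-arrestin peptide, 50 nM. Incubation: 12 min plus 1 h, RT. Measured by: high-throughput flow cytometry of beads, ex 488, em 535 nm. Evaluation: percent drop in bead-associated FITC signal.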
AddAB inh = less growth of phage-infected E. coli with AddAB; E. coli expressing H. pylori AddAB, absorbance growth; inhibition, % at 11.9 µM; hit rate 0.29% among 330,000; AID 435030; in the data active = inhibition above about 12%;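 note: 0% = vehicle wells of infected cells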
Tat export inh = blocks Tat-dependent protein export in E. coli; E. coli MC4100 TorA-mCherry Tat export, fluorescence; inhibition, % at 10 µM; hit rate 0.036% among 340,000;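 active = mean replicate inhibition at least 50% and at least half of replicates individually reaching 50%; inconclusive = only one of the two criteria met; inactive = neither criterion met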;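 note: exported cargo escapes ClpAP degradation while cytoplasmic cargo is degraded and loses fluorescence; 0% = median of neutral control wells and 100% = median of NaSCN control wells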
PfHsp90 set2 = reduces growth (ATP signal) of yeast expressing P. falciparum Hsp90; inhibition, % at 9.4 µM; S. cerevisiae expressing PfHsp90, BacTiter-Glo ATP, 48 h; yeast lacking PDR1 and PDR3 efflux regulators; hit rate 0.32% among 310,000;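 active = every replicate shows inhibition above about 80%, whatever the replicate mean, limit read from the data; inconclusive = mean inhibition reaches the set limit but some replicate falls short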;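 note: 0% = DMSO neutral controls and 100% = 20 µM radicicol positive controls; yeast relying on Plasmodium falciparum Hsp90 in place of its own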
DSG3 Ab inh = blocks pemphigus antibody binding to human desmoglein-3. binding (percent of control), % at 10 µM. hit rate 0.48% among 310,000. P32926. DSG3-coupled beads, scFv-anti-DSG3-GFP binding, flow cytometry; active compounds read low;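 active = binding more than 3 SD below its plate's average and above zero; inconclusive = below that plate limit but binding exactly zero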;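 note: hits lower antibody fragment binding to DSG3; some compounds called inactive have numbers as strong as hits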
phage Ecoli inh = E. coli growth loss with phage present | AID 651602 | growth absorbance | inhibition, % at 11.9 µM | hit rate 0.26% among 360,000; in the data active = inhibition above about 11%
Active calls of the source: *; ? = inconclusive; nt = not tested or not shown.

SMILES	MOR-DOR ag	E coli growth	SUMO Mot1 rescue	PKA-R1A act	MOR-DOR inv ag	Arrestin-AP2 inh	AddAB inh	Tat export inh	PfHsp90 set2	DSG3 Ab inh	phage Ecoli inh
COc1cccc(N2CCc3c(C)nc4ccc(Cl)cc4c32)c1	3.3	nt	-15	10	-16	4	nt	-2	19	102	0.8
CC(=O)Nc1cccc(NS(=O)(=O)c2ccccc2[N+](=O)[O-])c1	-2.8	0.1	0	3	15	-35	-0.2	-2	12	105	1.7
N/C(=N\OC(=O)CC1CCCCC1)c1cccnc1	-0.4	-1.4	-1	0	2	-1	0.3	-2	14	98	1.9
CCOc1ccc(N2CC(C(=O)NCCc3c[nH]c4ccc(C)cc34)CC2=O)cc1 (stereo unspecified)	1.2	-2.8	4	-5	-8	22	0.5	-4	-20	100	-1.4
C/C(CC(=O)Nc1ccc(F)cc1)=N\NC(=O)Cc1csc(N)n1	-2.3	1.6	-22	-1	12	2	2.3	0	27	110	3.2
COC(Cc1nnc(SC)n1-c1ccccc1)OC	-1.0	-1.4	-16	6	5	-1	-0.9	1	nt	109	-0.3
O=C(CSc1ncc(-c2ccc(F)cc2)[nH]1)N1CCCCC1	-1.6	1.6	96	5	9	4	2.5	0	20	115	1.1
Cc1ccc(CC(=O)Nc2ccc(S(=O)(=O)Nc3nccc(C)n3)cc2)cc1	-1.4	0.9	11	3	7	17	4.0	4	-12	118	2.7
O=C(Cn1cc(C(F)(F)F)ccc1=O)Nc1cccc(S(=O)(=O)N2CCOCC2)c1	-0.1	-1.7	37	-7	0	15	1.4	2	7	107	-1.3
Cc1cc(C)cc(NC(=O)CSc2nc3c(c(=O)[nH]2)CN(Cc2ccc(F)cc2)CC3)c1	-0.7	0.7	-3	1	4	0	2.0	-6	-169	95	3.4
Nc1nc(SCc2ccc(Cl)cc2Cl)nc2nc3c(cc12)CCCC3	2.9	-3.7	10	-3	-19	-74	1.1	5	-40	91	2.7
C=CCn1c(=O)c(C(=O)NC2CC2)c(O)c2cc(OC)c(OC)cc21	0.6	1.2	-22	4	-3	26	4.0	-2	-16	91	-0.5
O=C1C=C(NCc2ccc(Cl)c(Cl)c2)C2(CCCCC2)O1	-0.7	0.1	11	4	4	11	4.0	-2	5	106	2.1
CCOC(=O)C1CCN(CC(O)COCc2ccc(Cl)cc2)CC1 (stereo unspecified)	-3.0	-0.7	131	4	15	44	1.0	-2	7	99	2.4
Cc1cc(C)c2c(=O)[nH]c(SCC(=O)Nc3ccc(Br)cc3)nc2n1	2.1	-2.7	51	5	-17	24	3.6	-10	-8	104	-3.6
CC(C)Cn1c(-c2cccs2)nc2nc3ccccc3nc21	2.1	1.7	-12	2	-12	22	1.9	5	5	102	3.0
COc1ccccc1N1C(=O)S/C(=C\c2cccs2)C1=O	0.9	-0.2	27	-4	-4	0	4.7	-14	-9	128	0.7
Cc1cc2c(SCc3ccccc3Cl)nc(N)nc2nc1C	2.1	nt	nt	-6	-10	-17	nt	-6	-19	nt	3.6
Nc1cc(=O)[nH]c(SCC(=O)Nc2ccc(S(=O)(=O)N3CCOCC3)cc2)n1	-2.2	-1.1	-2	11	11	5	1.3	-5	nt	96	-1.6
Cc1ccc(S(=O)(=O)N2CCCOC2CNC(=O)C(=O)NCc2ccc3c(c2)OCO3)cc1 (stereo unspecified)	-1.7	-2.3	6	-1	9	45	2.6	-3	2	nt	-2.3
Cc1cc(/C=N/NC(=O)c2cccnc2)c(C)n1CC(C)C	-1.8	1.9	139	-2	9	5	1.1	-2	-5	96	1.8
Cc1nnc(SCC(=O)NCC2COc3ccccc3O2)s1 (stereo unspecified)	-3.1	0.2	11	-2	12	1	0.9	-4	2	102	2.5
Cc1ccc(S(=O)(=O)N2CCN(C(=O)CCC(=O)Nc3ccc(Br)c(C)c3)CC2)cc1	-0.3	nt	nt	-3	1	-8	nt	1	0	107	-1.4
Cc1ccc2c(COC(=O)c3n[nH]c4ccccc34)cc(=O)oc2c1	4.4	1.1	197	0	-22	18	1.1	-2	-13	113	2.4
COc1cc(C(C)=O)ccc1OCC(=O)NC(=O)Nc1ccc(C)cc1C	0.8	3.8	-9	1	-3	-10	2.7	-7	17	nt	0.6

(list continues)
SMILES	MOR-DOR ag	E coli growth	SUMO Mot1 rescue	PKA-R1A act	MOR-DOR inv ag	Arrestin-AP2 inh	AddAB inh	Tat export inh	PfHsp90 set2	DSG3 Ab inh	phage Ecoli inh
CCOC(=O)C(C)Sc1nnc(CSc2nc3nc(C)cc(C)n3n2)o1 (stereo unspecified)	-0.2	0.0	2	-3	1	1	4.1	-2	9	105	-0.4
COc1ccc(CC(=O)NCCS(=O)(=O)N2CCN(c3ccccc3)CC2)cc1	0.4	-2.5	-11	5	-2	15	-1.8	-7	nt	119	0.5
Cc1nc(C(Cl)(Cl)Cl)nc2[nH]ccc(=O)c12	-2.9	0.9	0	-1	14	-1	-2.3	-6	4	77	4.0
COc1ccc(NC(=O)C(CC(=O)O)Cc2ccc(C)cc2)cc1 (stereo unspecified)	-2.8	-4.0	-16	-12	13	-16	-1.0	26	nt	114	2.0
COc1ccc(/C=N/NC(=O)c2ccc(N(C)S(=O)(=O)c3ccccc3)cc2)cc1	4.5	-2.2	10	-9	-28	-2	0.8	-15	-6	83	5.0
COc1ccc(NC(=S)N2CCC(N(C)CCN3CCOCC3)CC2)cc1Cl	-4.0	-0.9	53	-3	21	2	3.7	-5	6	113	2.7
CC(C)C(=O)NC(=S)Nc1ccc(S(=O)(=O)Nc2ccccc2)cc1	2.4	-0.7	4	2	-13	-1	1.7	16	7	98	2.4
O=C(N/N=C/c1ccc(OCCCF)cc1)c1cc(OCC(F)(F)F)ccc1OCC(F)(F)F	1.1	0.0	61	0	-5	21	2.2	-13	1	115	3.2
COc1ccc(OC)c(/C=N/NC(=O)c2cc3c(OC)cccc3[nH]2)c1	4.5	-0.7	12	-16	-22	6	4.2	-3	2	nt	1.1
CN(C)c1ccc(C=Cc2cnccn2)cc1	-2.3	nt	nt	1	12	12	nt	-5	21	120	0.1
CCn1c(CCNC(=O)c2ccc(Cl)cc2)n[nH]c1=S	-0.9	3.9	25	-12	5	8	0.2	-5	6	109	3.0
CC(OC(=O)c1cc(S(=O)(=O)N2CCOCC2)ccc1Br)C(=O)N1CCOCC1 (stereo unspecified)	-1.9	-0.3	-16	1	8	-1	1.6	-6	-10	106	2.6
COc1ccc(OC)c(C(=O)COC(=O)c2cc(C)oc2C)c1	0.1	-0.6	-3	-14	0	2	-1.6	16	-6	94	3.3
CC1(C)CN(c2ccc(Br)cc2Br)C1=O	0.5	0.0	1	7	-3	-29	1.4	-9	12	98	5.3
CC(C)(C)NCC(=O)c1c[nH]c2ccccc12	-2.2	-0.4	5	7	13	2	-3.3	6	-14	100	0.6
Cc1cc(C)n(-c2ncnc3c2oc2ccccc23)n1	0.9	2.2	nt	-15	-5	4	-0.7	6	-2	108	1.0
CC1(C)C2CCC1(C)C(OCCNCCOC(=O)Nc1ccccc1)C2 (stereo unspecified)	1.2	0.0	75	-7	-6	-4	-1.8	7	-28	98	3.2
Cc1ccc(C(=O)N2CCCC(CCC(=O)NCc3ccc(F)c(F)c3)C2)cn1 (stereo unspecified)	-0.5	nt	nt	-4	3	14	nt	?	-9	nt	2.5
CCCC1CC(CSc2ncn[nH]2)OC1=O (stereo unspecified)	-3.0	0.7	-2	1	16	4	6.5	1	-11	98	3.9
COCCNC(=O)c1cc(Br)ccc1Cl	-0.1	1.3	-9	2	1	5	2.9	12	nt	103	0.9
N#Cc1cccc(S(=O)(=O)Nc2c(NC3CCCCC3)c3ccccc3oc2=O)c1	-2.5	-1.2	nt	-5	13	3	3.9	5	2	nt	nt
CCOc1ccc(OCCCC(=O)ON=C(N)c2ccccc2C)cc1	3.6	0.9	0	-15	-14	-20	0.7	-3	27	nt	0.7
O=C(/C=C/c1ccc(S(=O)(=O)N2CCOCC2)cc1)NC(=S)Nc1ccc(Cl)cc1Cl	2.6	1.5	-4	-1	-19	-6	1.0	2	-14	85	0.9
Cc1occc1-c1nnc(SCc2nc3ccccc3c(=O)n2CC#N)n1C	-4.0	0.9	-5	14	18	5	3.3	2	nt	107	2.4
CC(=O)Nc1ccc(N=Nc2c(C)[nH]n(C(N)=S)c2=O)cc1	-0.6	0.8	4	-18	4	-1	7.0	2	nt	86	5.5

Continuation.
SMILES	MOR-DOR ag	E coli growth	SUMO Mot1 rescue	PKA-R1A act	MOR-DOR inv ag	Arrestin-AP2 inh	AddAB inh	Tat export inh	PfHsp90 set2	DSG3 Ab inh	phage Ecoli inh
Nn1c(SCC(=O)Nc2ccc(F)cc2)nnc1-c1ccccn1	-2.0	-0.8	19	-2	11	-4	1.1	-1	nt	90	2.8
CC(=O)N1CCC(N(CCN2CCOCC2)C(=S)Nc2cc(C)cc(C)c2)CC1	-1.3	1.1	-2	-2	7	22	0.9	0	9	89	0.2
CCCc1ccc2oc(C(=O)N3CCC[C@H]3CO)c(C)c2c1	0.9	-1.4	300	1	-5	43	1.6	6	26	105	0.3
C=C(C)C1Cc2nc(N)nc(C)c2C1 (stereo unspecified)	-0.7	0.3	12	-6	5	-8	2.5	-7	-11	nt	4.5
CN(c1ccccc1)S(=O)(=O)c1cccc(NC(=O)Cc2ccc(Cl)cc2)c1	0.5	2.1	13	-6	-2	2	5.8	4	6	107	3.9
Cc1cc(O)c(C(C)C)cc1N=Nc1ccccc1C(=O)O	-4.7	-0.8	-27	-16	24	-11	-2.0	3	-3	91	-2.1
O=C(N/N=C/c1c(Cl)cccc1Cl)c1cccc(F)c1	-1.6	-3.5	11	-3	9	-9	2.8	4	-18	100	nt
COc1ccc(C=O)cc1OC(=O)N1CCOCC1	-2.9	-2.5	22	0	15	-1	-0.3	1	-15	101	0.4
Cc1cc(NCCCOC(C)C)n2c(nc3ccccc32)c1C#N	2.5	0.2	-7	-9	-12	-3	0.0	6	-14	91	1.6
Cc1cc(C)n2nc(C(=O)Nc3ccc4c(c3)CCC4)nc2n1	0.6	2.5	nt	-6	-3	-1	1.5	1	nt	120	2.8
CC(NC(=O)Oc1cccc2ccccc12)c1ccccc1 (stereo unspecified)	0.3	nt	nt	2	-2	2	nt	-5	-47	89	4.0
COc1cc(C2NC(=O)NC(C)=C2C(=O)OC2CCCC(C)C2)ccc1O (stereo unspecified)	3.0	1.4	-5	-7	-19	-5	3.1	-6	3	99	1.5
COc1ccc(OCC(=O)Nc2cccc(OC)c2)cc1	-2.9	-0.6	37	-9	14	21	0.0	-5	2	103	4.9
